# RGS4 inh – inhibitors of human RGS4 | B-score at 10 µM | 310,000 compounds, 0.45% hits | AID 463165 | HEK293 M3R/RGS4 inducible, Fluo-4 calcium flux; hits give high values; triggered by carbachol at its EC20;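 active = B-score, a plate-corrected calcium signal, over three deviations above library mean, with baseline fluorescence within five deviations of library mean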;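 note: RGS4 expression induced by doxycycline in cells with stable M3 receptor; B-score is computed from the integrated fluorescence ratio over baseline after carbachol; higher B-score means a larger calcium signal and so more RGS4 inhibition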
# KCNQ1 pot – human KCNQ1 channel potentiation or activation | AID 2648 | 310,000 compounds, 0.35% hits | B-score at 10 µM | CHO-K1 KCNQ1, thallium flux FluxOR fluorescence; hits give high values | P51787;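 active = fluorescence ratio B-score, a plate-corrected score, at least three library SD, with initial intensity B-score within 5 SD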
#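 Doses: Single concentration per compound, DMSO matched to controls | Test system: KCNQ1-transfected CHO-K1 cells | Timing: 90 min dye loading and 20 min compound exposure, both at room temperature | Measured by: Kinetic FluxOR thallium fluorescence, 10-s 1-Hz baseline, 110-s post-stimulus read | Medium: Assay buffer with matched DMSO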
# KCNK3 block – human KCNK3 channel inhibition, primary screen; O14649; AID 602410; B-score at 10 µM; 340,000 compounds, 0.84% hits; CHO-KCNK3 thallium flux, FluxOR fluorescence; hits give low values;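 active = B-score under library mean minus 4 SD, starting fluorescence ratio at most library mean plus 5 SD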;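 note: more negative B-score means stronger inhibition of thallium flux through KCNK3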
# ANO1 activ – mouse TMEM16A channel activation, primary screen. Q8BHY3. HEK293 TMEM16A/YFP-H148Q/I152L, iodide quench fluorescence; hits give low values. B-score at 10 µM. 340,000 compounds, 0.3% hits;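 active = fluorescence-ratio B-score plate-corrected deviation score at least 3 library SD below zero, with starting fluorescence score within 5 deviations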;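 note: channel opened by trigger with iodide after compound preincubation; score built on the fluorescence ratio of max minus min over baseline; more negative score means more quench and so TMEM16A activation or potentiation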
# Target sequence (Q8BHY3 whole entry, looked up): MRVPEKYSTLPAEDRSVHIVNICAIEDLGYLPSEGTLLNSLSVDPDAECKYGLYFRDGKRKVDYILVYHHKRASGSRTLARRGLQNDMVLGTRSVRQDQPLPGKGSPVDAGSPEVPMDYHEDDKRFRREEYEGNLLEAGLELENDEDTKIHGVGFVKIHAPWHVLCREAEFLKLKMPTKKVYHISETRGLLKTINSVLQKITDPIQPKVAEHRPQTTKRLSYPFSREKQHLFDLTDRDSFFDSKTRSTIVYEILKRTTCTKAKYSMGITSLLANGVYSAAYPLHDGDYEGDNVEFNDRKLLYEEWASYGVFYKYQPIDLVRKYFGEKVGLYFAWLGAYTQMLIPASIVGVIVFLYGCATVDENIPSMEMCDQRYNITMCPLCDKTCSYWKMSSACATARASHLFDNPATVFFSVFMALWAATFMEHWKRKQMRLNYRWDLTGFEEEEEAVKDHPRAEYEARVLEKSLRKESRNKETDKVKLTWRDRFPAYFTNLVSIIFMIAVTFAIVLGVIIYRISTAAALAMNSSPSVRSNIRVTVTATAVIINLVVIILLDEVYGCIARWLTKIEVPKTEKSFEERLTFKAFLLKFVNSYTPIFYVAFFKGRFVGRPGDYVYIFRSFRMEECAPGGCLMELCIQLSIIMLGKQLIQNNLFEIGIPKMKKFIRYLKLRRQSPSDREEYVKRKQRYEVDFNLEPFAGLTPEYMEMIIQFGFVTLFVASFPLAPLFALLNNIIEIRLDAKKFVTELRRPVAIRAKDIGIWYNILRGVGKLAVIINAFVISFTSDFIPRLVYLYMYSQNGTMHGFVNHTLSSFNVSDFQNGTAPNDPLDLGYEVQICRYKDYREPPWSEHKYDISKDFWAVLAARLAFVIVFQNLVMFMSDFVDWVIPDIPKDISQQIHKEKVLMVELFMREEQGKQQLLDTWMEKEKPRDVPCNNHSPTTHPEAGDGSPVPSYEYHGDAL
# ANO1 block – inhibitors of mouse TMEM16A calcium-activated chloride channel | 310,000 compounds, 1.2% hits | normalized B-score (activity score, 25-100; higher = stronger inhibition) at 10 µM | AID 588511 | Q8BHY3 | HEK293 TMEM16A/YFP iodide influx fluorescence, ionomycin;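 active = ratio plate-corrected score three or more library SD toward inhibition, starting fluorescence score within five deviations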;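 note: score derived from kinetic fluorescence span divided by baseline fluorescence per well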
# RGS4 pot – RGS4 potentiation or activation; HEK293 M3R/inducible RGS4, carbachol calcium flux Fluo4; hits give low values; B-score at 10 µM; 310,000 compounds, 0.92% hits;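 active = B-score of the integrated calcium signal more than 4 SD below the library mean, with starting fluorescence not abnormally high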;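 note: negative B-score means reduced calcium response which marks RGS4 activation or potentiation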
#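 Detection: kinetic calcium fluorescence imaging with Fluo4-AM dye, 2 µM / Material: HEK293 cells with stable M3R and inducible RGS4 / Schedule: recording 10 s baseline at 1 Hz, 100 s post-agonist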
# MrgX1 agonist – activates human MrgX1 receptor signaling. MrgX1-HEK293 cells, Fluo-4 calcium fluorescence, agonist mode; hits give high values. B-score at 10 µM. 310,000 compounds, 0.44% hits. AID 588627;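 active = calcium response B-score plate-corrected fluorescence ratio at least 3 library SD, with starting fluorescence B-score inside 5 SD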
#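 Material – MrgX1-expressing HEK293 cells · Input – 15,000 cells seeded per well · Dosing – compound as first of three additions · Times – overnight seeding, then 1 h dark dye loading · Measured by – kinetic Fluo-4 NW fluorescence of intracellular calcium · Read-out – B-scored fluorescence response ratio · Benchmarks – positive and negative control wells on each plate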
# KCNQ1 inh – human KCNQ1 channel inhibition. P51787. CHO-K1 KCNQ1, FluxOR thallium flux fluorescence; hits give high values. B-score at 10 µM. 310,000 compounds, 1.3% hits. AID 2642;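 active = compounds whose thallium flux B-score, printed positive for inhibition, exceeds three library SD while starting fluorescence stays within three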;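 note: channel opened by potassium depolarization with thallium stimulus after 20 min compound exposure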
# MrgX1 PAM – allosterically activates human MrgX1 receptor signaling; MrgX1-HEK293, Fluo-4 calcium flux, FDSS; hits give high values; B-score at 10 µM; 310,000 compounds, 0.63% hits; AID 588675;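 active = plate-corrected calcium response at least 3 library SD above typical, normal starting fluorescence, not activating the receptor alone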;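 note: compound read alongside a low EC10 to EC30 dose of BAM8-22 agonist; peak minus trough fluorescence over baseline measured at the second addition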
# KCNK9 block – inhibitors of human KCNK9 two-pore domain potassium channel | 310,000 compounds, 1.2% hits | B-score at 10 µM | AID 488922 | HEK293 KCNK9, FluxOR thallium flux fluorescence; hits give low values;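 active = ratio B-score over 3 SD below the library mean, with starting fluorescence within 5 SD of its mean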;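 note: negative B-score means less thallium flux so channel inhibition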
# hERG protect – compounds protecting human hERG from proarrhythmic drug block; Q12809; CHO-hERG, FluxOR thallium flux, dofetilide IC70 present; activation (rescue from dofetilide block), less the hit threshold, % at 10 µM; 310,000 compounds, 0.51% hits; AID 1511;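 active = activation above the mean of controls blocked by dofetilide plus 5 SD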;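 note: thallium influx through hERG after potassium depolarization seen as dye fluorescence rise; in these data hits start at about 4.7%; inactives centre near -7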
# * = called active by the depositor; i = inactive; . = no result given.
SMILES,RGS4 inh,KCNQ1 pot,KCNK3 block,ANO1 activ,ANO1 block,RGS4 pot,MrgX1 agonist,KCNQ1 inh,MrgX1 PAM,KCNK9 block,hERG protect
O=C(COC(=O)c1ccccc1SCC(=O)N1CCCC1)Nc1ccc(OC(F)F)cc1,i,i,i,i,i,i,i,i,i,i,-8.2
CCOC(=O)C1(Cc2cccc(F)c2)CCN(C2CCOCC2)CC1,i,i,i,i,i,i,i,i,i,i,-4.0
CCOC(=O)c1ccccc1NC(=O)C1CCCO1 (configuration not stated),i,i,i,i,i,i,i,i,i,i,-6.5
CCN1CCN(CCC(=O)Nc2ccccc2)CC1,i,i,i,i,i,i,i,i,i,i,-11.2
CS(=O)(=O)c1cnc2c(-c3ccc(F)cc3)cnn2c1N,i,i,i,i,i,i,i,i,i,i,-9.8
COc1ccc(CC(=O)NNC2=Nc3cccc4cccc2c34)cc1,i,i,i,i,i,i,i,i,i,i,-8.9
Cc1ccc(S(=O)(=O)N(C)C)cc1NC(=O)COC(=O)/C(=C/c1ccc(F)cc1)c1cccs1,i,i,i,i,i,i,i,i,i,-7.33*,-7.3
Clc1ccc(-c2cn3nc4c(nc3n2)CCCC4)cc1,i,i,i,i,i,i,i,i,i,i,-8.9
CCCCSc1nc(C)c(CC(=O)OC)c(=O)[nH]1,.,.,i,i,i,.,i,.,i,.,.
CS(=O)(=O)N(CCc1ccccc1)CC(=O)N1CCN(c2ccc(F)cc2)CC1,i,i,i,.,i,i,i,i,i,i,-3.5
COc1ccccc1NS(=O)(=O)c1cccc(C(=O)N(C)Cc2cccs2)c1,i,i,i,i,i,i,i,i,i,i,-6.2
CN(CC(=O)Nc1ccccc1Cl)C(=O)COC(=O)c1ccc(Cl)nc1,i,i,i,i,i,i,i,i,i,i,-13.0
Cc1ccc(-c2nnn(CC(=O)N(c3ccc4c(c3)OCCO4)C(C(=O)NCC3CCCO3)c3ccc(F)cc3)n2)o1 (configuration not stated),i,i,i,i,i,i,i,i,i,i,-2.1
COc1ccc(C=C2c3ccccc3C(=O)c3ccccc32)c(OC)c1,i,i,i,i,i,i,i,i,i,-8.7*,-5.3
c1ccc(-c2noc(C3CCCCC3)n2)nc1,i,i,i,i,i,i,i,i,i,i,-5.4
CC(=C\c1ccccc1)/C=C1/SC(=S)N(C(C(=O)O)C(C)C)C1=O (configuration not stated),i,i,i,i,.,i,.,i,.,i,-6.5
COc1cc(C2=NOC(C(=O)N3CCN(c4ccc(F)cc4)CC3)C2)cc(OC)c1OC (configuration not stated),i,i,i,i,i,i,i,i,i,i,-14.9
CCc1ccccc1N(C(=O)CNC(=O)c1ccco1)C(C(=O)NC1CCCC1)c1cccnc1 (configuration not stated),i,i,i,i,i,i,i,i,i,i,-5.3
Cc1[nH]n(-c2ccccc2)c(=O)c1/C=N/c1nn[nH]n1,i,i,i,i,i,i,i,i,i,i,-6.8
O=C(Nc1cccc(OCC(=O)N2CCOCC2)c1)c1ccc(C(F)(F)F)cc1,i,i,i,i,i,i,i,i,i,i,-2.5
COc1cccc(C2CC(c3ccccc3Cl)n3ncnc3N2)c1 (configuration not stated),i,i,i,i,i,i,i,i,i,i,-7.4
CN1CCN(c2nc3nonc3nc2N2CCN(C)CC2)CC1,i,i,i,i,i,i,i,i,i,i,-3.7
Cc1ccc(S(=O)(=O)N2CCOCC2)cc1NC(=O)COC(=O)COc1cccc2c1OC(C)(C)C2,i,i,i,i,i,i,i,i,i,i,-9.7
CCOC(=O)N1CCN(C(=O)C2c3cc(OC)c(OC)cc3C(=O)N3CCc4ccccc4C23)CC1 (configuration not stated),i,i,i,i,i,i,i,i,i,i,-7.5
COc1ccc(S(=O)(=O)Nc2ccncc2)c(C)c1C,i,i,i,i,i,i,i,i,i,i,-2.7
CCCc1cc(=O)oc2cc(OCc3ccc(C(=O)O)cc3)ccc12,i,i,i,i,i,i,i,i,i,i,0.1
COc1ccc(CCNc2cc(N3CCN(C(=O)c4ccccc4OC)CC3)ccc2[N+](=O)[O-])cc1OC,i,i,i,i,i,i,i,i,i,i,-9.1
CCc1cccc(NC(=O)CCc2nc(-c3cccs3)no2)c1,i,i,i,i,i,i,i,i,i,i,-10.1
Cc1ccc(S(=O)(=O)C(C#N)c2nc3ccccc3nc2N2CC(C)OC(C)C2)cc1C (configuration not stated),i,i,i,i,100*,i,i,i,i,i,-6.2
Cc1cccc(/C=N/NC(=O)c2cccc(Cl)c2)n1,i,i,i,i,i,i,i,i,i,i,-0.8
CN(C)C(=N)c1n[nH]nc1SCc1ccc(Cl)c(Cl)c1,i,i,i,i,i,i,i,i,i,i,-11.2
O=C(NCC1CCCO1)c1cccc(S(=O)(=O)N2CCOCC2)c1 (configuration not stated),i,i,i,i,i,i,i,i,i,i,-5.2
COc1cc(NC(=S)NC(=O)c2ccco2)ccc1NC(=O)C(C)C,i,i,i,i,i,i,i,i,i,i,-21.6
O=C(O)c1cnn2c(C(F)F)cc(C(F)F)nc12,i,i,i,i,i,i,i,i,i,i,-3.8
CCc1cc(CNC(=O)C2CCC(=O)N(CCc3cccc(F)c3)C2)on1 (configuration not stated),i,i,i,i,.,i,.,i,.,i,-4.7
COCCN1C(=O)C(=O)/C(=C(/O)c2ccc(S(=O)(=O)N3CCOCC3)cc2)C1c1cccc(OC)c1 (configuration not stated),i,i,i,i,i,i,i,i,i,i,-5.0
CCOC(=O)/C=C1\NC(=O)C(C)S1 (configuration not stated),i,i,i,i,i,i,i,i,i,i,-7.0
Cc1cc(C)n(CCOc2ccc(Cl)cc2Cl)n1,i,i,i,i,i,i,i,i,i,i,9.2*
CN(Cc1ccccc1)CC(O)COc1ccc(CNCCc2cccnc2)cc1 (configuration not stated),i,i,i,i,i,i,i,i,i,i,-13.5
COc1cc(C)c(Cl)c(C)c1S(=O)(=O)NCc1ccc2c(c1)OCO2,i,i,i,i,i,i,i,i,i,i,-3.5
CCn1c(CNC(=O)c2cccc(C)c2)nnc1SCC(=O)N1CCOCC1,i,i,i,i,i,i,i,i,i,i,-11.4
CCOCCCN(C)C1CCN(C(=O)c2oc3ccccc3c2NC(=O)c2ccc([N+](=O)[O-])cc2)CC1,i,i,i,i,i,i,i,i,i,i,-12.5
COc1ccc(OC)c(S(=O)(=O)N2C(C)CCCC2C)c1 (configuration not stated),i,i,i,i,i,i,i,i,i,i,-8.6
Cc1ccccc1NC(=S)NC(=O)c1cncc(Br)c1,i,i,i,i,i,i,i,i,i,i,-1.5
COCCn1c(=O)sc2ccccc2c1=O,i,i,i,i,i,i,i,i,i,i,-5.3
COc1ccc(N2CCN(C(=O)COC(=O)CNC(=O)c3ccc(C)cc3)CC2)cc1,i,i,i,i,i,i,i,i,i,i,-8.6
COc1ccc(NC(=S)NC(=O)/C=C/c2ccccc2)cc1,i,i,i,i,i,i,i,i,i,i,-5.9
COc1ccc2ccccc2c1CNC(=O)CC1C(=O)NCCN1CC(C)(C)C (configuration not stated),i,i,i,i,i,i,i,i,i,i,-9.4
COc1cccc(/C=N/NC(=O)CCn2c3ccccc3c3ccccc32)c1,i,i,i,i,i,i,i,i,i,i,0.5
CCn1ncc(C(=O)Nc2cccc(Cl)c2)c1C,i,i,i,i,i,i,i,i,i,i,-1.6
COc1cccc(-c2noc(CCC(=O)Nc3cccnc3)n2)c1,i,i,i,i,i,i,i,i,i,i,-5.8
CCN(CC)Cc1ccc(NC(=O)c2sc3cc(Cl)ccc3c2Cl)cc1,i,i,i,i,i,i,i,i,i,i,-30.1
Cn1cc(/C=C/c2nc3ccccc3c(=O)n2-c2cccc([N+](=O)[O-])c2)c2ccccc21,i,i,i,i,i,i,i,i,i,i,-4.6
COc1ccc(N2CCN(C(=O)c3ccc(-n4nc(C)cc4C)cc3)CC2)cc1,i,i,i,i,i,i,i,i,i,i,-13.1
CC(Oc1cccc(Cl)c1)c1ccnc2nc(/N=C/N(C)C)nn12 (configuration not stated),i,i,i,i,i,i,i,i,i,i,-4.1
O=C(CN(Cc1ccccc1)C(=O)CCC(=O)Nc1ccccn1)NCCc1ccccc1,i,i,i,i,i,i,i,i,i,i,-3.2
CC1c2[nH]c3ccccc3c2C[C@H]2C(=O)N(CCCN(C)C)CC(=O)N12 (some centres not stated),i,i,i,i,i,i,i,i,i,i,-4.8
COc1cc(/C=N/O)ccc1OCc1ccc([N+](=O)[O-])cc1,i,i,i,i,i,i,i,i,i,i,-12.2
O=C(CC1S/C(=N/N=C/c2cccs2)NC1=O)Nc1ccccc1F (configuration not stated),i,i,i,i,i,i,i,i,i,i,-10.3
Cn1c(=O)[nH]c(=O)c2c1nc(NC1CCCC1)n2Cc1ccccc1,i,i,i,i,i,i,i,i,i,i,-8.5

# Already shown: entries from further up.
SMILES,RGS4 inh,KCNQ1 pot,KCNK3 block,ANO1 activ,ANO1 block,RGS4 pot,MrgX1 agonist,KCNQ1 inh,MrgX1 PAM,KCNK9 block,hERG protect
COc1cccc(-c2noc(CCC(=O)Nc3cccnc3)n2)c1,i,i,i,i,i,i,i,i,i,i,-5.8
CCN(CC)Cc1ccc(NC(=O)c2sc3cc(Cl)ccc3c2Cl)cc1,i,i,i,i,i,i,i,i,i,i,-30.1

# More compounds
SMILES,RGS4 inh,KCNQ1 pot,KCNK3 block,ANO1 activ,ANO1 block,RGS4 pot,MrgX1 agonist,KCNQ1 inh,MrgX1 PAM,KCNK9 block,hERG protect
CC(=O)Nc1ccc(S(=O)(=O)Nc2nccc(C)n2)cc1,i,i,i,i,i,i,i,i,i,i,-14.2
Cc1cccc(OCC(=O)Nc2ccncc2)c1C,i,i,i,i,i,i,i,i,i,i,-7.8
COC(=O)NC(=S)Nc1ccc(Oc2ccc(Cl)cc2)c(Cl)c1,i,i,i,i,i,i,i,i,i,i,2.9
CCc1ccc(N(CC(=O)NCc2ccc3c(c2)OCO3)C(=O)c2csnn2)cc1,i,i,i,i,i,i,i,i,i,i,-5.6
COC(=O)C(=NNc1c(C)n(C)n(-c2ccccc2)c1=O)C(=O)OC,i,i,i,i,i,i,i,i,i,i,-5.1
Cc1ccc(S(=O)(=O)N(C)c2ccc(OC(C)C(=O)N3CCCC3)cc2)cc1C (configuration not stated),i,i,i,i,i,i,i,i,i,i,-11.1

# Compound activity: PubChem BioAssay, Johns Hopkins Ion Channel Center
